Compound activity (PubChem BioAssay)
Shn3 inh set2: inhibitors of Schnurri-3 3'UTR reporter in osteoblasts | AID 588674 | Clone20 osteoblast Shn3 3'UTR firefly luciferase, 24 h | inhibition, % at 12.5 µM | actives 0.52% (n = 360,000);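 active = mean inhibition of at least 75% with every replicate also reaching 75%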;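 also: 0% = median of neutral control wells and 100% = pilot-screen positive control compound; some compounds past the cut are filed as inactive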
Peg3 prom inh: reduces Peg3 promoter-driven luciferase expression in HeLa. HeLa PEG-Prom luciferase reporter, luminescence, overnight. inhibition, % at 20 µM. actives 1.7% (n = 360,000);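 active = inhibition of at least 50% at 20 µM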
TROY signal inh: blocks TROY-dependent signaling in reporter cells | AID 1347056 | actives 0.98% (n = 360,000) | inhibition, % at 10 µM | Q293 LMP1-TROYcd NF-kB luciferase reporter, 4 h;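 active = compounds whose plate-normalised and pattern-corrected inhibition of the luciferase reporter signal at the single screening dose is 50% or more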
TRAIL sens C8: sensitizes caspase-8 expressing cells to TRAIL. NB7+C8 cells + TRAIL, ATPlite viability luminescence. inhibition (viability loss, TRAIL sensitization), % at 10 µM. actives 1% (n = 360,000);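 active = compounds causing at least 50% loss of cell viability in the single-dose screen, relative to plate controls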
TRPM1 prom inh: MITF TRPM1 promoter inhibition in SK-MEL-5 cells. SK-MEL-5 TRPM1 promoter luciferase, 24 h. inhibition, % at 12.5 µM. actives 0.83% (n = 330,000). AID 488899;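 active = mean inhibition across replicates of 60% or more, whatever share of single replicates reaches that level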; also: values of inactives mirror those of a sister screen read the other way
CF NFkB block: inhibitors of cystic fibrosis induced NF-kB. AID 588850. KKLEB NF-kB-GFP reporter, PAF-induced, GFP fluorescence overnight. actives 0.86% (n = 360,000). inhibition, % at 5 µM;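 active = at least 50% inhibition at 5 µM, scaled per plate between neutral and stimulator controls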;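 also: PAF is a Pseudomonas aeruginosa culture filtrate used as stimulus; plate controls were PAF-stimulated DMSO wells for no effect and unstimulated DMSO wells for full effect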
KKLEB cytotox: CF airway cell cytotoxicity counter-screen; KKLEB CF airway cells viability, ATPlite luminescence, overnight; stronger effect = lower value; cells stimulated with P. aeruginosa culture filtrate; activity change (cytotoxicity), % at 5 µM; actives 0.36% (n = 360,000); AID 602141;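 active = corrected activity change at or below -50% at 5 µM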
NR2E3 ag-1: agonists of human nuclear receptor NR2E3; actives 0.12% (n = 320,000); AID 2300; Q9Y5X4; GST-NR2E3/biotin-RetCOR TR-FRET, 1536-well; inhibition of corepressor binding, % at 4.78 µM;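 active = percent inhibition above the cutoff of mean plus 3 SD of all tested compounds, set per screening campaign, cut at about 20% in these data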;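 also: 0% = DMSO wells and 100% = biotin wells as full block of FRET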
Target sequence (Q9Y5X4 whole entry, looked up): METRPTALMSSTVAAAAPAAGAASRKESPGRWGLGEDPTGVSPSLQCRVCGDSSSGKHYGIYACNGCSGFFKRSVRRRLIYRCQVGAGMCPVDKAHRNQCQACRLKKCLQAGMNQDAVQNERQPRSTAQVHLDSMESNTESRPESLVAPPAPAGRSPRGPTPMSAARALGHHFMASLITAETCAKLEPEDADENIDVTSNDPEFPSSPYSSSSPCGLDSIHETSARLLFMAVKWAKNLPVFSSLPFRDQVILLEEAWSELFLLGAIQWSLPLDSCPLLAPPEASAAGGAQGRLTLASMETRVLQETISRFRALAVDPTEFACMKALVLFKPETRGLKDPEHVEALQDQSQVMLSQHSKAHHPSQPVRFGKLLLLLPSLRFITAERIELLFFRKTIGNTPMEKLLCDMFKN
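System: GST-tagged NR2E3 plus biotinylated RetCOR corepressor; Buffer or medium: pH 7.5 Tris-based buffer; Probe or stimulus: RetCOR corepressor, biotinylated, 7 nM; Doses: compound at 4.8 µM, single dose; Schedule: 5 h incubation at 4 °C; Technique: time-resolved FRET; Evaluation: percent inhibition of TR-FRET ratio; Replication: one well per compound, singlicate testing.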
TWEAK Fn14 block: blocks TWEAK-Fn14 interaction in a reporter cell assay | AID 1159606 | TWEAK-stimulated Fn14 reporter cells, luciferase luminescence, 8 h | inhibition, % at 10 µM | actives 2% (n = 360,000); in the data active = inhibition above about 50%
HIF-2a inh: blocks HIF-2a reporter activity | 786-0 RCC cells HIF-2a reporter, luciferase luminescence, overnight | inhibition, % at 18.8 µM | actives 0.72% (n = 360,000);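 active = inhibition of the luminescence signal of 40% or more relative to plate controls, in a single-dose primary screen at 18.75 µM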
NR2E3 ag-2: agonists of human NR2E3 nuclear receptor. CHO-S Gal4-NCOR/VP16-NR2E3 two-hybrid, luciferase. inhibition of corepressor binding, % at 3.98 µM. actives 0.35% (n = 360,000). AID 602229;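 active = inhibition above the mean of all tested compounds plus 3 SD, cut at about 70% in these data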;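 also: 0% = DMSO with NR2E3 transfected cells and 100% = cells lacking NR2E3 construct; higher means lower luciferase signal from less NR2E3 corepressor binding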
* hit, by the source's call; / = no result given.

SMILES	Shn3 inh set2	Peg3 prom inh	TROY signal inh	TRAIL sens C8	TRPM1 prom inh	CF NFkB block	KKLEB cytotox	NR2E3 ag-1	TWEAK Fn14 block	HIF-2a inh	NR2E3 ag-2
O=C(NCc1cccnc1)c1ccc2c(c1)OCO2	-1	12	5	-14	3	-6	-9	0	-6	5	-9
NS(=O)(=O)c1ccc(N/N=C/c2ccncc2)cc1	-10	-3	31	-5	-2	-1	8	-1	18	-2	3
CC(Sc1nnnn1-c1ccccc1)C(=O)Nc1ccccc1-c1ccccc1 (stereo not drawn)	-4	23	-4	-9	-3	22	1	-2	13	29	17
CCC(=NNC(=O)c1cccc(S(=O)(=O)N2CCOCC2)c1)c1ccccc1	-8	5	5	-19	5	-10	-9	/	19	6	-17
CCCCn1c(N)c(N(CC(C)C)C(=O)CC2CCCCC2)c(=O)[nH]c1=O	-1	0	-2	-10	2	-11	4	-2	8	11	36
O=[N+]([O-])c1ccccc1S(=O)(=O)N1CCN(CC2CC3C=CC2C3)CC1 (stereo not drawn)	5	-3	-7	3	-7	7	1	0	7	15	-3
Clc1nc2ccccc2cc1-c1nnn(-c2ccccc2Br)n1	-70	-152	-63	-4	-44	18	1	4	-16	-195	-2
COc1cccc(-c2nc(CS(=O)(=O)CC(=O)Nc3ccccc3Br)c(C)o2)c1	6	10	-15	-2	13	-3	6	2	1	7	-2
CCN(CC)CCCCN1c2ccccc2Sc2ccccc21	35	14	-31	30	6	13	-11	-4	-1	3	1
O=C(N/N=C/c1ccc(-c2cccc(C(F)(F)F)c2)o1)c1ccccc1O	11	38	10	14	8	13	-3	-1	12	-1	-1
N#CCCn1cc(/C=N/NC(=O)c2ccncc2)c(-c2ccc(F)cc2)n1	-22	-1	-5	-3	9	7	-8	-1	-3	7	-2
O=C(NC(c1ccc(-c2ccccc2)cc1)c1cnccn1)C1CCN(CCCOc2ccccc2)CC1 (stereo not drawn)	-4	103*	27	26	/	28	-20	/	-8	-10	-10
CC(C)(C)c1ccc(OCC(=O)N2CCN(c3ccccn3)CC2)cc1	-18	-18	-28	-4	-1	-20	-13	0	6	-21	-15
CC(C)n1cnc2c(N(C)c3cccc(Cl)c3)nc(N(CCO)CCO)nc21	-6	20	5	32	-11	-15	1	-5	-9	19	-1
COc1cc2c(cc1NC(=O)/C=C/c1ccccc1)oc1ccccc12	-1	-3	-20	19	13	4	3	5	-27	-15	-26
CCc1cc2c(NC(C(=O)O)C(C)C)ncnc2s1 (stereo not drawn)	-7	11	3	-8	2	-10	13	5	-8	7	-8
COc1ccc(OC)c(NC(=O)C(=O)NCCC2=CCCCC2)c1	18	-37	-31	13	-2	-2	8	-1	78*	-19	-16
CCOC(=O)c1cnc2c(cnn2C)c1NCCCn1ccnc1	-12	19	24	12	-3	-6	-2	4	2	19	-28
COC(=O)CNC(c1ccccc1)c1cc(C)ccc1NC(=O)CNC(=O)OCc1ccccc1 (stereo not drawn)	19	15	-11	9	1	-15	8	2	0	12	-85
O=c1[nH]c(=O)c2[nH]c(=S)n(-c3ccccc3)c2[nH]1	8	15	-18	5	11	9	11	/	14	-6	-23
N#CC1(c2cccc(Br)c2)C(=O)Nc2ccccc21 (stereo not drawn)	-22	-7	12	5	5	10	5	/	9	13	-13
CNC(=O)c1[nH]cnc1C(=O)NCC(=O)OC(C)(C)C	-7	5	-6	-7	3	-7	2	1	14	8	-17
COC(=O)CSc1ccsc1C(=O)O	12	-1	-20	0	-14	7	6	0	1	14	-26
COC(=O)c1cccc(NC(=O)Nc2ccccc2OC)c1	-17	-138	-38	-1	-15	4	2	4	-47	-161	-87
CCN(CC)c1ccc(/C=N/N2CCN(Cc3ccc(C)cc3)CC2)c(O)c1	3	18	6	6	0	-9	9	1	11	18	-15

As a short view, 16 of the compounds above:
SMILES	Shn3 inh set2	Peg3 prom inh	TROY signal inh	TRAIL sens C8	TRPM1 prom inh	CF NFkB block	KKLEB cytotox	NR2E3 ag-1	TWEAK Fn14 block	HIF-2a inh	NR2E3 ag-2
Clc1nc2ccccc2cc1-c1nnn(-c2ccccc2Br)n1	-70	-152	-63	-4	-44	18	1	4	-16	-195	-2
COc1cccc(-c2nc(CS(=O)(=O)CC(=O)Nc3ccccc3Br)c(C)o2)c1	6	10	-15	-2	13	-3	6	2	1	7	-2
CCN(CC)CCCCN1c2ccccc2Sc2ccccc21	35	14	-31	30	6	13	-11	-4	-1	3	1
O=C(N/N=C/c1ccc(-c2cccc(C(F)(F)F)c2)o1)c1ccccc1O	11	38	10	14	8	13	-3	-1	12	-1	-1
N#CCCn1cc(/C=N/NC(=O)c2ccncc2)c(-c2ccc(F)cc2)n1	-22	-1	-5	-3	9	7	-8	-1	-3	7	-2
O=C(NC(c1ccc(-c2ccccc2)cc1)c1cnccn1)C1CCN(CCCOc2ccccc2)CC1 (stereo not drawn)	-4	103*	27	26	/	28	-20	/	-8	-10	-10
CC(C)(C)c1ccc(OCC(=O)N2CCN(c3ccccn3)CC2)cc1	-18	-18	-28	-4	-1	-20	-13	0	6	-21	-15
CC(C)n1cnc2c(N(C)c3cccc(Cl)c3)nc(N(CCO)CCO)nc21	-6	20	5	32	-11	-15	1	-5	-9	19	-1
COc1cc2c(cc1NC(=O)/C=C/c1ccccc1)oc1ccccc12	-1	-3	-20	19	13	4	3	5	-27	-15	-26
CCc1cc2c(NC(C(=O)O)C(C)C)ncnc2s1 (stereo not drawn)	-7	11	3	-8	2	-10	13	5	-8	7	-8
COc1ccc(OC)c(NC(=O)C(=O)NCCC2=CCCCC2)c1	18	-37	-31	13	-2	-2	8	-1	78*	-19	-16
CCOC(=O)c1cnc2c(cnn2C)c1NCCCn1ccnc1	-12	19	24	12	-3	-6	-2	4	2	19	-28
COC(=O)CNC(c1ccccc1)c1cc(C)ccc1NC(=O)CNC(=O)OCc1ccccc1 (stereo not drawn)	19	15	-11	9	1	-15	8	2	0	12	-85
O=c1[nH]c(=O)c2[nH]c(=S)n(-c3ccccc3)c2[nH]1	8	15	-18	5	11	9	11	/	14	-6	-23
N#CC1(c2cccc(Br)c2)C(=O)Nc2ccccc21 (stereo not drawn)	-22	-7	12	5	5	10	5	/	9	13	-13
CNC(=O)c1[nH]cnc1C(=O)NCC(=O)OC(C)(C)C	-7	5	-6	-7	3	-7	2	1	14	8	-17

TWEAK Fn14 block: what is marked active above
compound	Shn3 inh set2	Peg3 prom inh	TRPM1 prom inh	CF NFkB block	NR2E3 ag-1	TWEAK Fn14 block	HIF-2a inh	NR2E3 ag-2
COc1ccc(OC)c(NC(=O)C(=O)NCCC2=CCCCC2)c1	18	-37	-2	-2	-1	78*	-19	-16

Later entries.
SMILES	Shn3 inh set2	Peg3 prom inh	TROY signal inh	TRAIL sens C8	TRPM1 prom inh	CF NFkB block	KKLEB cytotox	NR2E3 ag-1	TWEAK Fn14 block	HIF-2a inh	NR2E3 ag-2
COc1cc(-c2nc(-c3ccccc3)c(-c3cc([N+](=O)[O-])ccc3C)[nH]2)cc(OC)c1OC	27	33	-7	11	11	-15	-4	2	10	-3	13
CCOC(=O)c1sc2nc(SCC#N)n(CC3CCCO3)c(=O)c2c1C (stereo not drawn)	27	4	-8	-8	0	-13	-11	-1	5	12	-21
CC(=O)NCCCOc1ccc([N+](=O)[O-])cc1Cl	-20	-61	-37	-4	-1	-16	2	2	2	-105	-36
O=C(NCCN1CCOCC1)c1cc(-c2cccs2)on1	-21	-40	-45	3	11	-24	-10	4	-32	-170	-16
COc1ccc(/C=C/C(=O)OCC(=O)N2CCCCCC2)c(OC)c1	-17	9	-4	5	4	8	19	1	2	-6	13
Cc1cccc(C)c1NC(=S)N(CCN1CCCCCC1)Cc1ccco1	23	3	8	4	-9	-11	-9	-1	-1	8	-3
O=S1(=O)CCOC[C@H](Cc2ccccc2)N1Cc1ccccc1	-24	15	-29	-12	-16	-45	4	-2	1	0	-2
Cc1ccc(NC(=O)c2sccc2C)nc1	0	-178	-33	-9	-20	-15	-5	2	16	-127	-160
O=C(Nc1cccc(-c2nnc(-c3ccco3)o2)c1)C(c1ccccc1)c1ccccc1	60	7	-20	10	-18	-34	21	-1	-12	-41	-11
CC(C)N1CCN(CC#Cc2ccccc2)CC1CCO (stereo not drawn)	-7	-6	-16	-1	11	14	-8	3	-7	-20	24
CN(C)c1nc(=S)nc(NCc2ccccc2)[nH]1	9	6	14	-5	1	15	-2	0	-3	9	-31
Cn1nc(C(=O)NCCc2ccc(Cl)cc2)c2c1-c1ccccc1S(=O)(=O)C2	-6	33	4	-23	-2	10	-1	2	2	19	-1
Cc1ccc(NC(=O)/C=N/OCC(=O)NCc2ccccc2Cl)cc1	3	1	-11	-11	13	4	-7	-1	-21	-28	-27
Cc1nc(Nc2cccc(O)c2)c2c3c(sc2n1)CCC3	-1	13	14	-3	8	-8	-10	4	-8	8	-33
COc1ccc(Br)cc1CNC(=O)C1CCN(S(=O)(=O)N2CCC(C)CC2)CC1	9	14	-7	0	7	10	1	-2	-9	9	-11
CCCSc1nnc(CSc2ncccn2)n1C	-6	2	-18	-5	11	8	2	4	1	-5	4
COc1ccc(N2CC(C(=O)NCCCN3CCOCC3)CC2=O)cc1 (stereo not drawn)	-25	-57	-3	-5	-2	-6	9	1	1	1	-13
CCc1ccccc1NS(=O)(=O)c1ccc2[nH]cc(C(=O)NCC3CCCO3)c(=O)c2c1 (stereo not drawn)	-10	26	-2	15	6	-8	10	9	16	11	-21
CN(C)CCc1cc2c(c3c1ccc1ccccc13)OCO2	1	93*	-19	2	5	-38	-3	-2	-12	34	14
COc1ccccc1-n1ccnc(SCC(=O)NCc2ccccc2)c1=O	-21	1	19	-3	6	4	-2	1	1	3	9
NC(=O)c1ccc(CN2CCc3ccccc3C2)cc1	-104	6	-2	-1	-1	18	-4	1	26	10	-50
CC(C)C(N)c1csc(Nc2cc(Oc3ccccc3)ncn2)n1 (stereo not drawn)	6	-10	2	-6	/	33	2	/	-21	6	-3
OCCO	-17	-17	16	-9	/	1	15	/	5	-9	15
Cn1c2c(c(=O)n(C)c1=O)C(CC(=O)Nc1ccccc1)C(=O)N2 (stereo not drawn)	3	9	4	-14	-7	2	2	1	-12	9	-8
Cc1oc2c(C)c(O)ccc2c(=O)c1N1C(=O)c2ccccc2C1=O	1	-2	-8	10	-2	7	-6	2	-5	15	-8
CCC(C)c1ccccc1N1CC(C(=O)N2CCN(S(=O)(=O)c3cccc([N+](=O)[O-])c3)CC2)CC1=O (stereo not drawn)	3	-3	15	-9	21	23	-7	/	12	16	11
CCOC(=O)c1c(NC(=O)C2COc3ccccc3O2)sc2c1CCN(Cc1ccccc1)C2 (stereo not drawn)	16	11	7	6	8	15	10	3	-2	18	-3
Cc1cc(C)n2nc(C(=O)N3CCN(c4ccc([N+](=O)[O-])cc4)CC3)nc2n1	-11	12	-16	-13	-6	13	-3	3	-6	5	14

This is a subset, so the mix of outcomes need not match the whole.
